Screening data (PubChem)
BoNT-A LC inh2 – inhibitors of Botulinum neurotoxin A light chain protease | multiplex microsphere protease substrate cleavage, flow cytometry | inhibition, % at 10 µM | hit rate 0.17% among 360,000 | AID 588499; also: plate controls were buffer without enzyme for full effect and enzyme alone for no effect
Y pestis TopoI – blocks Yersinia pestis topoisomerase I activity. AID 504884. Y. pestis Topo-I cleavage product accumulation, plate reader. activity, % at 10 µM. hit rate 0.064% among 360,000; in the data active = activity above about 50%, passing the limit was not always enough; inconclusive = no clear call, values can overlap the other calls; also: inactives centre near 2
Anthrax LF inh2 – inhibitors of Bacillus anthracis lethal factor protease | AID 588501 | multiplex microsphere protease cleavage assay, LF | inhibition, % at 10 µM | P15917 | hit rate 0.12% among 360,000; also: plate controls were buffer without enzyme for full effect and enzyme alone for no effect
VHR inh abs – DUSP3 (human) phosphatase inhibition. P51452. recombinant VHR phosphatase, pNPP absorbance. inhibition, % at 13.3 µM. hit rate 0.52% among 290,000; in the data active = inhibition above about 50%; also: some compounds called inactive have numbers as strong as hits
BH1578 lux ind – induces V. cholerae light production without autoinducers; activation, % at 18.7 µM; V. cholerae BH1578 lux reporter, luminescence, 6 h; hit rate 0.16% among 350,000; in the data active = activation mostly above about 9.7%, no sharp cut-off; inconclusive = no clear call, values can overlap the other calls; inactive = mostly below about 3.7%; also: not every result past the cut was called active; inactives centre near 0; reference of the scale not given here
SSB-PriA inh – inhibitors of Klebsiella pneumoniae PriA binding to SSB C-terminal tail | inhibition, % at 33 µM | hit rate 0.6% among 430,000 | AID 1272365 | AlphaScreen SSBct-PriA binding, biotinylated peptide; in the data active = inhibition mostly above about 37%, no sharp cut-off; inactive = mostly below about 20%;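 also: plate controls were negative control peptide for no effect and reference peptide for full effect; strong numbers were not always called active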
SARS 3CLpro inh – SARS-CoV 3CLpro protease inhibition | inhibition, % at 6 µM | recombinant SARS-CoV 3CLpro, quenched FRET peptide cleavage | P0C6X7 | hit rate 0.14% among 290,000; in the data active = inhibition above about 12%
PfHsp40 rescue – rescue of PfHsp40-mediated yeast toxicity; S. cerevisiae expressing PfHsp40, growth rescue, ATP luminescence; growth rescue, % at 12.5 µM; hit rate 0.68% among 340,000; in the data active = growth rescue above about 28%, passing the limit was not always enough; inconclusive = no clear call, values can overlap the other calls;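 also: yeast W303a lacking pdr1 and pdr3 grown in galactose medium; growth measured after three days at 30 °C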
TcdB inh – inhibitors of Clostridioides difficile toxin B glycohydrolase | P18177 | TcdB glycohydrolase enzymatic assay, plate reader | inhibition, % at 9.99 µM | hit rate 0.24% among 350,000; in the data active = inhibition above about 10%
Target sequence (P18177 whole entry, looked up): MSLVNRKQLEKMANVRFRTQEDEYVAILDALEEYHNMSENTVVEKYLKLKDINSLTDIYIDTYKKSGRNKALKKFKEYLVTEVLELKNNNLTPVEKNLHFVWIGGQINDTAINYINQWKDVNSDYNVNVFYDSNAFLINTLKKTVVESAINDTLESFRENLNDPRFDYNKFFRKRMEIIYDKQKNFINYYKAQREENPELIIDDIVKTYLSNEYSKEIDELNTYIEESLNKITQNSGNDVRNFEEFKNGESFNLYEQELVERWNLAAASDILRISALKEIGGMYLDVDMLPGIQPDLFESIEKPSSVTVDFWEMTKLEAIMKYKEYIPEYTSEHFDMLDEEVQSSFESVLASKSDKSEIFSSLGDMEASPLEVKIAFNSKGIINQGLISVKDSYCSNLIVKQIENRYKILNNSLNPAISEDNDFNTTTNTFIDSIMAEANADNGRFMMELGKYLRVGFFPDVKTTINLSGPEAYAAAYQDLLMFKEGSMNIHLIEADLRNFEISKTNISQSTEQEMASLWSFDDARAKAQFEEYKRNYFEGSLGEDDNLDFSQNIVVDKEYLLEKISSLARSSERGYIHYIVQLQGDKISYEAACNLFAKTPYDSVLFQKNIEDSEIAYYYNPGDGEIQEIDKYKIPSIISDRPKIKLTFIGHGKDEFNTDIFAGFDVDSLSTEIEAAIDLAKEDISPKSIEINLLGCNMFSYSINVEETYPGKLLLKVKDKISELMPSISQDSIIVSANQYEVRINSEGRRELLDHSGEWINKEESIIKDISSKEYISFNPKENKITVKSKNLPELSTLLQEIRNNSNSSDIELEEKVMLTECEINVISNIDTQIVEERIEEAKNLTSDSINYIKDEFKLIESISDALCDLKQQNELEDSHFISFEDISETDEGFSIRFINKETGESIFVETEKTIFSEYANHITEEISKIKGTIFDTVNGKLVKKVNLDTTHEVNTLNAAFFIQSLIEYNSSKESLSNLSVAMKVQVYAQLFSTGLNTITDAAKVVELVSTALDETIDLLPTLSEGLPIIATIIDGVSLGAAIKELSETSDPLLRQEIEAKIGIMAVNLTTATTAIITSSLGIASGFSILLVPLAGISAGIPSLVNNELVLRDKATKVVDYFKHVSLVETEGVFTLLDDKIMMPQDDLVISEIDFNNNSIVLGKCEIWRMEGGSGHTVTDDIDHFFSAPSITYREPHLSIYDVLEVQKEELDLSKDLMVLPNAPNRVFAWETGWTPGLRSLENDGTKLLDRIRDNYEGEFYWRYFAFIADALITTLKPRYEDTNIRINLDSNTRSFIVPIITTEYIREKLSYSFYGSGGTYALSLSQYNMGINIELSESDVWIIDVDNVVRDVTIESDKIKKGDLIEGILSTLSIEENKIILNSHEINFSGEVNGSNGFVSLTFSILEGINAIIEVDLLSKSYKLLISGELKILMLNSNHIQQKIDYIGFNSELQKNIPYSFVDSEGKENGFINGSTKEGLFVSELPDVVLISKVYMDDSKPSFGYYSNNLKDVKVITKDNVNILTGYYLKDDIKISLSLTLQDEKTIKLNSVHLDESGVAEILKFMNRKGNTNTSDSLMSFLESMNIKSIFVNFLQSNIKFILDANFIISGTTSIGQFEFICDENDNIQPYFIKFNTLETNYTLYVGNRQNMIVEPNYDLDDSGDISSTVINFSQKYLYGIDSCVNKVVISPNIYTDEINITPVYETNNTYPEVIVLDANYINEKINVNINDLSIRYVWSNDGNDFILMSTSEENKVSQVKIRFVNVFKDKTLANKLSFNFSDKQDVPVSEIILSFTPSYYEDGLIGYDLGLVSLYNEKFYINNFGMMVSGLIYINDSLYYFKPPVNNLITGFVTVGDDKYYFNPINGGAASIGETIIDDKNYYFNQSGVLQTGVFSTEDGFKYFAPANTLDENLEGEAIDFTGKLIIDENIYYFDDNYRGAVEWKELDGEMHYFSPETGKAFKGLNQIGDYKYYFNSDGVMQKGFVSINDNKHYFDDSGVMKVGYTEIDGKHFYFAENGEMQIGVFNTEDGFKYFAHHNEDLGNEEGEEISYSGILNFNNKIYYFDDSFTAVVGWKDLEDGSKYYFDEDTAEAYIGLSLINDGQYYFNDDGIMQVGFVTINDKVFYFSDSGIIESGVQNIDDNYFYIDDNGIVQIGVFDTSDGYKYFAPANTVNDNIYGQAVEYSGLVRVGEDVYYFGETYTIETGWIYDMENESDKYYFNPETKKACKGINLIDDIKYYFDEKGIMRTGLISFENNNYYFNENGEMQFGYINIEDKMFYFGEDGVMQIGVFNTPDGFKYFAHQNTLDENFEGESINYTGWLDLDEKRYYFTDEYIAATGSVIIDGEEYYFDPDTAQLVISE
CCHFV vOTU inh – CCHFV vOTU protease inhibition. hit rate 0.55% among 370,000. Pep-AMC fluorescence. AID 651958. inhibition, % at 11.5 µM; in the data active = inhibition above about 30%; also: 0% = vehicle wells with enzyme and 100% = no enzyme wells
* = called active by the depositor; i = inactive; ? = inconclusive; . = not tested or not shown; & = joins results of further samples. Rule as the data show it, unless noted: active = inhibition above about 30%; inconclusive = no clear call, values can overlap the other calls; inactive = below that.

SMILES | BoNT-A LC inh2 | Y pestis TopoI | Anthrax LF inh2 | VHR inh abs | BH1578 lux ind | SSB-PriA inh | SARS 3CLpro inh | PfHsp40 rescue | TcdB inh | CCHFV vOTU inh
Cc1oc(/N=C/c2ccc(Cl)cc2Cl)c(C#N)c1C | 0.9 | 5 | 0 | 36 | -12 | . | -3 | -1.3 | . | 6
CN(C)c1ccc(C(=O)N/N=C/C23CC[C@@H](O)CC2(O)CC[C@@H]2[C@@H]3CCC3(C)C(C4=CC(=O)OC4)CCC23O)cc1 (stereo not given in full) | -0.8 | 11 | 0 | 10 | -3.7 | i | -1 | -0.2 | 0.0 | 0
COC(=O)Nc1nnc(/C=C/c2ccc(OC)cc2)s1 | 0.6 | 5 | -1 | 1 | -0.3 | -1 | 1 | -2.8 | 2.8 | -17
Cc1ccsc1C(=O)OCC(=O)NC1CCCCC1C (stereo not given) | -0.3 | -3 | 4 | . | -0.5 | 4 | . | -0.1 | 2.3 | 4
COc1ccccc1CN1CCN(Cc2nc(Cc3ccccc3)no2)CC1 | -0.4 | 12 | 1 | 36 | i | -9 | -3 | -0.3 | 1.4 | -6
COc1ccc2oc(C(=O)OCC(=O)NC3CC3)c(C)c2c1 | 2.8 | -4 | 2 | -40 | i | -16 | 0 | -0.4 | -0.2 | -15
C1CCC(n2nnnc2CN2CCCC2)CC1 | -1.0 | -1 | 0 | 10 | i | -5 | -6 | 0.3 | . | -9
COCC(=O)N(C)C[C@H]1Oc2cc(Br)ccc2S(=O)(=O)N([C@H](C)CO)C[C@H]1C | -0.1 | -2 | -4 | . | -2.4 | . | . | . | 1.0&0.3 | 2
C=CCNCC(=O)Nc1sc2c(c1C(=O)Nc1ccc(OC)cc1OC)CCC2 | -0.3 | 5 | -1 | 43 | . | 14 | 5 | 1.8 | 0.0 | 9
CCOc1ccc(CC(=O)Nc2ccc(NC(=O)c3ccco3)cc2)cc1OCC | -0.2 | 11 | -6 | 33 | -2.3 | -1 | 3 | -0.2 | . | -9
Cc1nnc(SCc2ccccc2)nc1-c1ccccc1 | 0.5 | 35 | -10 | . | i | -99 | . | 0.4 | . | -3
COc1ccc(OC)c(-n2c(N)c(C(=O)NCC3CCCO3)c3nc4ccccc4nc32)c1 (stereo not given) | 11 | 18 | 5 | 27 | i | -19 | 2 | -1.0 | . | 4
Cc1ccc(Cn2c(=O)n(CCC(=O)NCc3ccc4c(c3)OCO4)c(=O)c3ccccc32)cc1 | 0.4 | 1 | -6 | -4 | 9.1 | 7 | 4 | -0.3 | . | 0
Fc1ccc(CSc2nnc(-c3cccnc3)o2)cc1 | -0.6 | -11 | 4 | 16 | i | -24 | 3 | -0.7 | 1.7 | -11
O=C(COC(=O)c1ccc(F)cc1)NC1CC1 | -0.5 | -9 | -8 | . | i | -3 | . | 0.0 | 0.6 | -7
O=C(COC(=O)CNS(=O)(=O)c1ccc(F)c(F)c1F)NC1CCCC1 | 4.0 | -2 | 1 | . | -0.7 | -7 | . | -0.9 | -0.5 | -9
O=C(Cn1cnc2ccccc2c1=O)c1c[nH]c2ccccc12 | -0.3 | -6 | 1 | 29 | -0.2 | -5 | 3 | 0.7 | -0.5 | 1
CC1=C[C@@H]2c3cccc4[nH]cc(c34)C[C@H]2N(C)C1 | 3.7 | -9 | -30 | 2 | -5.6 | 6 | -12 | 0.3 | -1.3 | -4
CC(C)c1ccc(CN2CCN(C(=O)CCl)CC2)cc1 | -0.6 | 9 | -8 | 32 | -0.3 | -4 | 4 | -0.5 | 0.9 | -1
CCOc1ncccc1C(=O)OCC(=O)c1cc(OC)ccc1OC | -2.7 | -2 | -11 | 3 | -2.3 | -13 | 0 | 0.1 | 0.9 | 23
C#CCOCCOCCOCCNc1nc(N2CCN(C(=O)CCCCCCCCCCNC(=O)[C@H]([C@@H](C)CC)n3cc(CCCCN=C(N)N)nn3)CC2)nc(N2CCN(C(=O)CCCCCCCCCCNC(=O)[C@H](CO)n3cc(CCCCCN)nn3)CC2)n1 | 0.0 | -22 | -11 | . | 1.7 | 39* | . | 8.9 | . | .
Fc1ccc(CSc2nc3ccccc3[nH]2)c2ccccc12 | 0.4 | -11 | 1 | 14 | 1.6 | -22 | 6 | 0.0 | . | 9
O=C(NCCO)c1c(-c2ccc3c(c2)OCO3)noc1-c1ccsc1 | -0.2 | -8 | -3 | . | -1.4 | -3 | . | 1.1 | 0.4 | -10
OC(c1ccccc1)c1nc(-c2cnc3ccccc3c2)cs1 (stereo not given) | 0.0 | -2 | 2 | . | 1.3 | . | . | . | 0.9 | 1
Cc1cc(=S)nc(-c2ccccn2)[nH]1 | -2.4 | 4 | -4 | 4 | -0.5 | -3 | 1 | 1.0 | 1.6 | 16

In the list so far, four contain fluorine.
SMILES | BoNT-A LC inh2 | Y pestis TopoI | Anthrax LF inh2 | VHR inh abs | BH1578 lux ind | SSB-PriA inh | SARS 3CLpro inh | PfHsp40 rescue | TcdB inh | CCHFV vOTU inh
Fc1ccc(CSc2nnc(-c3cccnc3)o2)cc1 | -0.6 | -11 | 4 | 16 | i | -24 | 3 | -0.7 | 1.7 | -11
O=C(COC(=O)c1ccc(F)cc1)NC1CC1 | -0.5 | -9 | -8 | . | i | -3 | . | 0.0 | 0.6 | -7
O=C(COC(=O)CNS(=O)(=O)c1ccc(F)c(F)c1F)NC1CCCC1 | 4.0 | -2 | 1 | . | -0.7 | -7 | . | -0.9 | -0.5 | -9
Fc1ccc(CSc2nc3ccccc3[nH]2)c2ccccc12 | 0.4 | -11 | 1 | 14 | 1.6 | -22 | 6 | 0.0 | . | 9

The list continues.
SMILES | BoNT-A LC inh2 | Y pestis TopoI | Anthrax LF inh2 | VHR inh abs | BH1578 lux ind | SSB-PriA inh | SARS 3CLpro inh | PfHsp40 rescue | TcdB inh | CCHFV vOTU inh
O=C(NCc1ccccc1)OCCN1CCN(Cc2ccccc2)CCC1=O | -0.8 | 14 | -5 | 4 | 0.5 | -23 | -4 | -1.2 | 0.3 | -7
COc1cc(OC)cc(C(=O)Nc2ccc(-c3nc4ccccc4o3)c(O)c2)c1 | 0.3 | -14 | -3 | -1 | -1.8 | -18 | -1 | 0.9 | . | .
COc1cc(NC(=O)C2CCCN2S(=O)(=O)c2cccc3cccnc23)cc(OC)c1OC (stereo not given) | -0.7 | -1 | -7 | -1 | -0.2 | -2 | 0 | -1.6 | 1.8 | 1
CC(C)(C)C(=O)Nc1ccc(-c2cnco2)cc1 | ? | 1 | -25 | 22 | 0.7 | -3 | 4 | 0.8 | 0.8 | 16
Cc1ccc(C(=O)NCCNS(C)(=O)=O)cc1 | -1.1 | -7 | 0 | -5 | -0.3 | 0 | 3 | -0.9 | -0.2 | 6
O=c1cc(Cl)nc2ccccn12 | -0.3 | 5 | 3 | . | i | 0&-6 | . | 0.0 | 1.3 | 1
Cc1cc(CCN2CCC(=O)NC2=O)ccc1OC(C)C | 0.4 | 1 | -2 | 32 | 15 | -31 | -5 | -0.8 | 0.9 | -23
Cc1c(Br)c([N+](=O)[O-])nn1CC(=O)NCc1cccs1 | -0.3 | 3 | 1 | 7 | -3.0 | -12 | 6 | -0.6 | . | 5
Cc1cccc(-c2nnc(SCC#N)n2Cc2ccccc2)c1 | 0.9 | -2 | 0 | 15 | i | 0 | 3 | 0.5 | . | -4
CN(C)c1ccc(C(=O)Nc2nnc(-c3ccc(Cl)cc3)o2)cc1 | 0.7 | 0 | -12 | 11 | 4.2 | -16&-1 | 2 | -0.7 | 0.9 | 6
O=C(Nc1cccc(S(=O)(=O)NC2=NCCC2)c1)c1cn(-c2ccccc2)nc1-c1ccc(F)cc1 | -1.0 | 2 | 1 | . | i | -3 | . | 3.3 | 0.5 | -3
COc1ccccc1/C=C1\SC(=S)N(CCC(=O)NNC(=O)c2ccccc2O)C1=O | 0.6 | 28 | -2 | 21 | i | 7 | 3 | 105* | . | .
COCCSc1ccccc1C(=O)N1CCN(c2ccccc2OC)CC1 | 0.1 | 1 | -5 | -25 | i | 3 | 2 | 0.1 | 1.1 | 4
O=C1NC[C@H](Cc2ccc(O)cc2)N(C[C@@H]2CCCN2C[C@H](Cc2ccc(O)cc2)N2C[C@H](Cc3ccccc3)N(CC3CCCCCC3)C(=O)C2=O)C1=O | -1.1 | . | 0 | . | . | . | . | . | 0.9 | 14
COc1ccc(NC(=O)COC(=O)/C=C/c2cccs2)c(OC)c1 | 0.0 | 12 | -6 | . | i | -10 | . | -0.5 | 1.7 | 16
COc1cccc(NC(=O)CN2CCC(C)CC2)c1 | ? | 0 | 0 | 16 | -1.8 | -9 | 4 | 0.7 | . | 9
Cc1ccc(C(=O)NN2C(=O)c3ccc(S(=O)(=O)c4ccc(C(=O)O)cc4)cc3C2=O)cc1 | -1.0 | 0 | 5 | -12 | i | -8 | 2 | 0.3 | -2.5 | 8
COc1cc(OC)cc(-c2c(-c3cccs3)c3cc(-c4ccc5c(c4)OCCO5)ccc3n2C)c1 | 0.4 | -14 | -11 | . | 8.1 | 15 | . | -0.7 | -0.5 | 16
Cc1cc(OCCn2ccnc2)cc(C)c1Cl | -2.6 | -14 | -11 | 40 | i | 4 | -2 | 2.9 | 1.7 | -4
O=Cc1c(N2CCN(CCO)CC2)nc2ccccn2c1=O | -2.0 | 3 | 19 | -18 | i | -3 | 0 | -1.8 | 2.8 | 0
Cc1cc(C)c(C#N)c(SCC(=O)C(C)(C)C)n1 | 1.3 | -8 | 2 | 5 | i | -24 | -1 | -0.5 | . | 9
Cc1nnsc1C(=O)NNc1ccc(C(C)(C)C)cc1 | . | 3 | . | 17 | -0.5 | -13 | 4 | 1.3 | 0.7 | -1
Cc1ccc(NC(=O)CSCC(=O)Nc2sccc2C#N)cc1 | 1.1 | -7 | 1 | . | i | 0 | . | . | -0.1 | 18
CCCOC(=O)C1[C@H]2C(=O)N(Cc3ccco3)C[C@]23C=C[C@H]1O3 (stereo not given in full) | 0.2 | 3 | 0 | 44 | -0.3 | -18 | 2 | 8.3 | . | -8
COc1ccc(-c2csc(Nc3ccc(Oc4ccccc4)cc3)n2)cc1 | -0.7 | . | 4 | . | . | . | . | . | 0.6 | 17

Profiles, quoted from the list. Values in the order: BoNT-A LC inh2, Y pestis TopoI, Anthrax LF inh2, VHR inh abs, BH1578 lux ind, SSB-PriA inh, SARS 3CLpro inh, PfHsp40 rescue, TcdB inh, CCHFV vOTU inh
Record of `Fc1ccc(CSc2nnc(-c3cccnc3)o2)cc1` : -0.6, -11, 4, 16, i, -24, 3, -0.7, 1.7, -11
Record of `O=C(Cn1cnc2ccccc2c1=O)c1c[nH]c2ccccc12` : -0.3, -6, 1, 29, -0.2, -5, 3, 0.7, -0.5, 1
Record of `CC(C)c1ccc(CN2CCN(C(=O)CCl)CC2)cc1` : -0.6, 9, -8, 32, -0.3, -4, 4, -0.5, 0.9, -1

(further entries)
SMILES | BoNT-A LC inh2 | Y pestis TopoI | Anthrax LF inh2 | VHR inh abs | BH1578 lux ind | SSB-PriA inh | SARS 3CLpro inh | PfHsp40 rescue | TcdB inh | CCHFV vOTU inh
COc1cc(C(=O)Nc2ccc(C(=O)c3cccs3)cc2)cc(OC)c1OC | -1.3 | 16 | 18 | -16 | 1.4 | -12 | 1 | 5.5 | 3.2 | -9
Cc1c(C)n(C(=O)CN2CCC(C)CC2)c2ccccc12 | -0.3 | 12 | -3 | -8 | -0.5 | -17 | 1 | -1.1 | . | 6
CC=CC(C)=CC(C)C(=O)CC(O)CC1CC(=O)NC(=O)C1 (stereo not given) | 0.4 | 7 | 6 | . | i | . | . | . | 1.4 | 1
COc1cccc(NC2=CC(=O)CC(C)(C)C2)c1 | -2.3 | 0 | -7 | 22 | -7.1 | 1 | -1 | -0.8 | 1.0 | -12
CCOC(=O)c1ccc(C(=O)NNC(=O)C2CC=CCC2)cc1 (stereo not given) | 1.6 | -6 | -4 | . | 0.5 | -8 | . | . | 1.2 | -7
COc1ccc(CNC(=O)COC(=O)CN2C(=O)C(C)Oc3ccc(C)cc32)cc1 (stereo not given) | 1.0 | 15 | -8 | 4 | i | -12 | 12 | 0.0 | 1.1 | 4

An excerpt; rates above refer to the full screens.
